Compound activity from PubChem.
NadD inh – inhibitors of S. aureus NadD, primary screen, biochemical, colorimetric, uHTS; inhibition, % at 20 µM; 360,000 compounds, 0.78% hits; Nicotinate-nucleotide adenylyltransferase NadD (Staphylococcus aureus N315); purified NadD enzyme, colorimetric absorbance read-out; in the data active = inhibition above about 26%; also: some compounds past the cut are filed as inactive
STEP block – STEP phosphatase inhibitors, primary screen, biochemical, fluorescence intensity, uHTS; Tyrosine-protein phosphatase non-receptor type 5 (Homo sapiens), P54829; inhibition, % at 20 µM; AID 588621, 2011; recombinant STEP, OMFP fluorogenic substrate; 360,000 compounds, 0.25% hits;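 active = inhibition at 20 µM, scaled per plate between control wells, above about 37%, limit read from the data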;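 also: 0% = DMSO with enzyme and substrate and 100% = substrate only without enzyme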
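Measure: Control-normalized % inhibition with plate pattern correction | Test system: STEP phosphatase, cell-free reaction | Medium: pH 6.0 Bis-Tris with DTT and Tween 20 | Technique: Fluorescence, 480/540 nm | Times: Reaction 20 min, ambient temperature | Doses: Single compound dose of 20 µM, 1% DMSO final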
LMPTP inh – LMPTP phosphatase inhibitors, primary screen, biochemical, fluorescence intensity, uHTS. Low molecular weight phosphotyrosine protein phosphatase (Homo sapiens), P24666. recombinant LMPTP-A, OMFP fluorogenic substrate. inhibition, % at 20 µM. 360,000 compounds, 0.22% hits. AID 651560, 2012;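 active = compounds that cut the enzyme signal by at least half of the control window in the single-dose screen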;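 also: plate controls were DMSO wells with enzyme plus substrate for no effect and substrate without enzyme for full effect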
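Test system – LMPTP-A enzyme · Amount – LMPTP-A at 0.625 nM final in the reaction · Buffer or medium – Bis-Tris pH 6.0, DTT, detergent · Reagent – OMFP 400 µM · Doses – single 20 µM dose · Schedule – reaction 50 min, room temperature, dark · Detection – fluorescence intensity of OMFP turnover product · Evaluation – percent inhibition versus substrate-only and uninhibited controls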
CSN inh – inhibitors of CSN-mediated cullin deneddylation, primary screen, biochemical, fluorescence polarization, uHTS. inhibition, % at 12.5 µM. COP9 signalosome complex subunit 5 (Homo sapiens), Q92905. 360,000 compounds, 0.38% hits. Purified CSN, SCF-Nedd8-OG deneddylation;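 active = pattern-corrected inhibition above about 35%, with an unprinted fluorescence ratio check between 0.5 and 1.5, limit read from the data, passing the limit was not always enough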;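 also: 0% = enzyme with substrate and 100% = substrate without enzyme; some results filed as inactive read as strong as hits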
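Test system: purified human Csn5 enzyme expressed in HEK293T cells. Amount: 0.24 nM enzyme. Reagent: SCFSkp2-Nedd8OG substrate at 10 nM final. Schedule: 90 min incubation of compound, enzyme and substrate at room temperature. Detection: fluorescence polarization. Read-out: % inhibition of substrate cleavage by Csn5.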
MsrA inhibitor – bovine MsrA enzyme inhibitors, primary screen, biochemical, absorbance, HTS; Methionine sulfoxide reductase A (Bos taurus); purified bovine MsrA, absorbance read-out; inhibition, % at 15.5 µM; 360,000 compounds, 0.75% hits; AID 651718, 2012; in the data active = inhibition above about 4.5%;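 also: 0% = vehicle wells with enzyme and 100% = reference inhibitor wells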
Rpn11 block – Rpn11 (PSMD14) deubiquitinase inhibitors, primary screen, biochemical, fluorescence polarization, uHTS; 26S proteasome non-ATPase regulatory subunit 14 (Homo sapiens), O00487; human 26S proteasome, Ub4-pepOG fluorescence polarization; 20S core pre-blocked with epoxomicin; calls only at 20 µM; 360,000 compounds, 0.59% hits;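 active = inhibition at 20 µM, scaled to each plate's controls, above about 33%, limit read from the data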
DNMT1 block – human DNMT1 methyltransferase inhibitors, primary screen, biochemical, molecular beacon, fluorescence, HinP1I cleavage, uHTS | DNA (cytosine-5)-methyltransferase 1 (Homo sapiens), P26358 | inhibition (reported as % activation of signal), % at 10 µM | 360,000 compounds, 0.83% hits | AID 588458, 2011; in the data active = inhibition above about 50%
SUMO1-SIM PPI – modulators of SUMO1 protein-protein interactions, primary screen, biochemical, uHTS. SUMO1 binding to a labelled peptide, TR-FRET, 1 h. Small ubiquitin-related modifier 1 (Homo sapiens), P63165. AID 602429, 2012. 360,000 compounds, 0.33% hits. inhibition, % at 20 µM; in the data active = inhibition above about 37%
Scp-1 inhibitor – Scp-1 phosphatase inhibitors, primary screen, biochemical, colorimetric, uHTS | inhibition, % at 20 µM | Carboxy-terminal domain RNA polymerase II polypeptide A small phosphatase 1 (Homo … | 340,000 compounds, 0.88% hits | AID 493091, 2011 | Recombinant Scp1, phosphopeptide, malachite green phosphate absorbance;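 active = inhibition above about 50% at 20 µM, limit read from the data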;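 also: plate controls were DMSO wells with enzyme for no effect and wells lacking enzyme for full effect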
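Incubation: 45 min enzyme reaction at room temperature / System: truncated SCP-1 phosphatase (76-261aa) / Reagent: Phospho 17-mer peptide substrate / Buffer or medium: Acidic Tris acetate buffer with magnesium and detergent / Signal: absorbance at 630 nm / Doses: one concentration, 20 µM, with 1.0% DMSO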
TbMetRS inhib – T. brucei MetRS inhibitors, primary screen, biochemical, luminescence; purified T. brucei MetRS, ATP depletion, Kinase-Glo luminescence; inhibition, % at 11.9 µM; 360,000 compounds, 0.4% hits; AID 624268, 2012;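 active = inhibition above a per-plate cutoff of the control wells' mean inhibition plus 3 SD, cut at about 5.5% in these data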;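 also: 0% = DMSO wells median and 100% = median of wells with control inhibitor compound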
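Test system: purified T. brucei MetRS enzyme. Also added: ATP, methionine and E. coli bulk tRNA substrates. Compound: 11.9 µM single point. Schedule: 15 min enzyme-compound preincubation, 2 h reaction, 10 min detection, 25 °C. Signal: luciferase luminescence of residual ATP, Kinase-Glo. Evaluation: percent inhibition versus plate control medians. Controls: DMSO wells, low control.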
* hit, by the source's call; i = inactive; nt = not tested or not shown; + = active, no number.

SMILES	NadD inh	STEP block	LMPTP inh	CSN inh	MsrA inhibitor	Rpn11 block	DNMT1 block	SUMO1-SIM PPI	Scp-1 inhibitor	TbMetRS inhib
C/C(=N\NC(=O)CSc1nc2ccccc2s1)c1ccco1	2	2	-1.5	-8	-0.2	i	7	-6	5	-0.6
Cc1cc2nc3s/c(=C/c4ccc(-c5ccccc5C(=O)O)o4)c(=O)n3c2cc1C	16	24	7.5	99*	0.9	nt	45	16	98*	-1.2
C=CCN1[C@@H](Cc2ccccc2)COCCS1(=O)=O	-5	7	-1.9	1	-0.9	i	0	7	2	-0.2
Fc1cccc(Cl)c1CNC(c1ccccc1)c1ccccc1	9	1	1.4	0	1.6	i	4	1	1	-1.3
COC(=O)C1=C(C)NC(=O)/C1=C\c1ccc2c(c1)OCO2	0	0	0.6	0	2.0	i	1	-12	-2	-0.2
CCOC(=O)c1c(O)cc(OC)cc1CCc1ccccc1	6	2	2.2	0	0.8	i	15	8	-9	0.1
O=C(Nc1ccc(Oc2ccc(NC(=O)Nc3ccc([N+](=O)[O-])cc3)cc2)cc1)Nc1ccc([N+](=O)[O-])cc1	32*	-4	2.2	4	2.9	i	-10	1	-13	-0.8
CC(=O)N(c1nnc(-c2ccc(C)cc2)s1)C1CCCC1	-7	1	-0.2	0	0.0	i	0	2	-2	-0.4
Cc1n[nH]c(C)c1N1C(=O)c2cccc3c(Br)ccc(c23)C1=O	-2	-1	-0.9	4	1.8	i	1	-15	-13	-0.5
Cn1nccc1C(=O)N1CCCC(N2CCN(c3cccc(C(F)(F)F)c3)CC2)C1 (stereo not drawn)	-1	-1	1.7	-3	1.2	i	1	0	nt	-0.5
CCOc1ccc2[nH]c3nc(SCC(=O)NC4CCCC4)nnc3c2c1	0	7	-1.1	3	-1.0	i	27	0	-5	1.2
CCCOP(=O)(c1ccc(N(C)C)cc1)C(Nc1ccccc1)c1ccc(N(C)C)cc1 (stereo not drawn)	7	1	9.0	-5	0.1	i	-4	2	-5	-0.1
COc1cc(-c2cnc3c(NC(C)=O)cc(-c4ccccc4CN(C)C)cn23)cc(OC)c1OC	2	-1	0.3	3	0.1	i	-2	-5	nt	-0.2
Cc1oc2ccccc2c1CNC(=O)N(C)C	0	-1	-0.3	5	1.2	i	2	-3	-3	-1.0
COCCNC(=O)c1ccc2snnc2c1	3	0	-1.1	0	0.6	i	-2	-1	-3	-0.2
COc1ccc(NC(C)=O)cc1S(=O)(=O)N(C)Cc1c(C)nn(-c2ccccc2)c1C	-3	-2	1.6	2	1.5	i	5	2	-1	-0.4
COCc1ccc(C(=O)Nc2cccc(S(=O)(=O)N(C)c3ccccc3)c2)cc1	-7	-3	0.9	-1	0.4	i	-1	5	-15	-0.3
O=S(=O)(Nc1nc(-c2ccccc2)cs1)c1cccc(C(F)(F)F)c1	2	-1	1.0	6	-2.5	i	-4	2	-10	-0.8
O=C(CSc1nnc(CNC(=O)c2ccccc2)o1)NCC1CCCO1 (stereo not drawn)	4	-1	1.0	-1	-1.4	i	2	6	-6	0.0
CCOc1ccc(CCNC(=O)C2CCCN(S(=O)(=O)c3c(C)n[nH]c3C)C2)cc1OCC (stereo not drawn)	0	-1	-3.1	-1	1.2	i	1	0	-5	0.0
CC1CCCCC1NC(=O)C1CCCN1S(=O)(=O)c1cccc2nsnc12 (stereo not drawn)	3	-1	-1.0	5	0.3	i	5	-26	-9	-0.2
O=C(O)C(Cc1ccc(O)cc1)N1C(=O)C2CCCCC2C1=O (stereo not drawn)	1	2	-0.1	-4	1.0	i	16	5	-11	1.7
Cn1c2ccccc2c(=O)c2ccc(C#CC3(O)CCCCC3)cc21	0	-1	3.8	-7	-0.5	i	8	-27	8	-0.3
O=C(CCCc1cccs1)Nc1nc2c(s1)CCCC2	2	-3	1.0	4	0.4	i	-7	2	5	-0.9
Cc1c(C(=O)N2CCC2)oc2ccc(Br)cc12	-3	-1	-7.2	1	1.1	i	-2	-32	-15	-0.2
Cc1cccc(NC(=O)c2cccc(N3C(=O)C4C5C=CC(C6CC56)C4C3=O)c2)c1 (stereo not drawn)	-5	-1	0.7	2	-0.5	i	-1	3	-12	0.0
CCN(c1cccc(C)c1)S(=O)(=O)c1cc(CN2C(=O)c3cccnc3C2=O)ccc1OC	-6	1	-0.4	2	-0.6	i	-3	-33	-3	-0.3
COC(=O)c1ccccc1NC(=O)CCCn1nc(C)c2c(C)n(-c3ccccc3)nc2c1=O	-1	-2	-1.4	-1	-0.9	i	2	6	4	-0.6
CC(C)(C)c1ccc(C(=O)N/N=C/c2cccc(Cl)c2)cc1	6	1	-1.5	-10	0.4	i	-4	1	-5	0.0
O=C(c1c(F)c(F)c(F)c(F)c1F)N1CCN(Cc2ccc3c(c2)OCO3)CC1	-5	-2	-1.1	0	-0.9	i	-2	0	-2	-0.2
N/C(=N\c1nc2ccccc2o1)NC(=O)c1ccc(F)cc1	-1	-5	0.5	2	0.0	i	20	0	4	-1.6
COc1ccc(N2CCN(Cc3nc4scc(-c5cccs5)c4c(=O)[nH]3)CC2)cc1	3	1	-0.4	18	0.3	+	-1	-2	-4	0.1
O=C(O)C/C(=C\c1cccc(NC(=O)c2ccccc2Cl)c1)c1nc2ccccc2s1	12	5	1.3	1	4.1	i	10	-8	1	0.7
O=C(O)CCSc1nc2ccccc2n1Cc1ccccc1	9	-1	-0.1	-1	1.2	i	-1	13	1	-1.0
CCCCC[C@H]1CN(C2CCCCC2)C(=O)[C@@H]1CC(=O)NCc1ccccc1	2	2	1.1	-3	-0.3	i	2	2	-3	0.1
NC(=O)c1cc(-c2ccccc2)nc(N2CCCCCC2)n1	-3	-2	4.2	-3	0.4	i	-2	-2	-13	-0.4
Cc1ccccc1-c1nc(CS(=O)CC(=O)NC2CCCCC2)c(C)o1 (stereo not drawn)	-10	0	-0.2	2	-0.3	i	-2	-1	2	-0.7
COc1ccc(NC(=O)COc2ccc3c(c2)OCO3)cc1	-2	0	-0.5	-4	1.1	i	-2	4	-4	-0.8
S=c1nc(-c2ccccc2)n(CCN2CCOCC2)c2c1CCCC2	-8	0	-0.8	-4	2.5	i	4	1	0	-0.9
COC1C(CO)OC(n2c3c(Cl)cccc3c3c4c(c5c6cccc(Cl)c6[nH]c5c32)C(=O)NC4=O)C(O)C1O (stereo not drawn)	11	-5	-0.9	80*	-1.2	nt	13	-9	5	0.0
Cc1cccc(NC(=O)C2CCN(S(=O)(=O)c3ccc4c(c3)OCCO4)CC2)n1	-6	0	-0.4	0	-0.6	i	1	3	-2	-0.7
CC1CCOC2(O1)C(=O)N(CN1CCN(c3cccc(Cl)c3)CC1)c1ccccc12 (stereo not drawn)	-1	-4	-0.2	-2	0.2	i	-3	1	-5	-0.1
CN(C)C(=O)CCC(=O)N1CCCC(N2CCN(c3cccc(C(F)(F)F)c3)CC2)C1 (stereo not drawn)	-1	1	0.3	-3	0.5	i	1	-3	-2	-0.2
C[C@@H]1CCCCO[C@@H](CN(C)C(=O)Cc2ccccc2)[C@@H](C)CN([C@H](C)CO)C(=O)c2cc(N(C)C)ccc2O1	1	-2	-2.0	-2	-0.2	i	3	6	nt	0.2
Cc1cccc(C)c1-n1nnnc1C1c2ccccc2C(=O)N1CCc1ccc(O)cc1 (stereo not drawn)	-5	nt	0.6	4	0.7	nt	nt	-1	nt	-1.6
CN1CCN(C(=O)c2ccccc2NC(=O)c2cccs2)CC1	3	-1	-0.6	2	0.6	i	5	1	-12	-0.1
CCn1nc(NS(=O)(=O)c2cccc3nonc23)c2cc3ccc(C)cc3nc21	9	5	0.3	2	nt	i	-4	-4	6	0.1
CC(=O)Nc1ccc(SC[C@H](C)CN2CC[C@H](C(C)(C)C)CCC2=O)cc1	-2	1	0.6	-6	-0.1	i	-4	4	-7	-0.3
CSC(=NC#N)N1CCN(c2c(C)cccc2C)CC1	8	1	-0.4	1	1.8	i	-2	-1	7	-1.5
C=CCOc1cccn2c(N(C=O)Cc3ccc(OC)cc3)c(CC)nc12	5	-1	2.7	4	-1.3	i	-2	0	nt	0.0
COc1cc(C(=O)Nc2ccc(C)cn2)ccc1OCC(=O)N1CCOCC1	0	1	-1.0	-3	-0.7	i	0	1	-3	-0.6
NS(=O)(=O)c1ccc(NC(=O)Nc2ccc(C(F)(F)F)cc2)cc1	-6	-2	3.1	103	-1.3	i	9	5	-17	-0.3
c1cnn2c(-c3ccc4c(c3)CCO4)cnc2c1	6	-2	0.0	0	1.9	i	-2	-25	nt	0.0

Full records, looked up by structure. Screens in order: NadD inh, STEP block, LMPTP inh, CSN inh, MsrA inhibitor, Rpn11 block, DNMT1 block, SUMO1-SIM PPI, Scp-1 inhibitor, TbMetRS inhib
`Cn1c2ccccc2c(=O)c2ccc(C#CC3(O)CCCCC3)cc21` is entered as 0, -1, 3.8, -7, -0.5, i, 8, -27, 8, -0.3
`c1cnn2c(-c3ccc4c(c3)CCO4)cnc2c1` is entered as 6, -2, 0.0, 0, 1.9, i, -2, -25, nt, 0.0
`Cc1cccc(NC(=O)c2cccc(N3C(=O)C4C5C=CC(C6CC56)C4C3=O)c2)c1` (stereo not drawn) is entered as -5, -1, 0.7, 2, -0.5, i, -1, 3, -12, 0.0
